High-throughput results: PubChem, Broad Institute
Statin myotox sup – protects C2C12 myotubes from simvastatin toxicity. AID 602340. rescue of ATP level, % at 7.49 µM. ATP luminescence, 48 h; scaled: DMSO 0, geranylgeraniol control 100. 330,000 tested, 0.78% active;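 active means mean ATP rescue above about 67%, or every replicate alone reaching that limit, limit read from the data, passing the limit was not always enough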;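 further: myotubes were challenged with 10 µM simvastatin during compound exposure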
Cneo AK release – Cryptococcus neoformans lysis via adenylate kinase release; 360,000 tested, 0.2% active; lysis activity, % at 15 µM; C. neoformans lysis, adenylate kinase release luminescence, 4 h; normalised: neutral wells 0, clomiphene wells 100;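 active means mean lysis activity across replicates of at least 80%, whatever share of replicates individually reach that level; inactive means mean lysis activity below 80%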
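Test system: log-phase Cryptococcus neoformans yeast cells. Input: 5 × 10^6 yeast cells/mL. Medium: fresh YPD growth medium. Doses: single dose. Incubation: static 4 h at 37 °C with compound, 1 h detection. Measured by: luminescent adenylate kinase detection reagent. Read-out: signal increase indicating cell lysis. Benchmarks: Clomiphene.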
PGC1a acetyl inh – PGC1a acetylation modulation, inhibitor mode; AID 651687; U2OS PGC1a acetylation, AlphaScreen anti-acetyl-lysine; with virally co-expressed GCN5 acetyltransferase; inhibition, % at 15.6 µM; 350,000 tested, 0.17% active;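 active means every replicate shows inhibition of at least 40%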;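 further: 0% = neutral control wells and 100% = positive control wells; some results beyond the cut were filed as inactive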
* marks the source's active call; other numbers are inactive results. A portion of the library; rates above refer to the full screens.

1	O=C(NC(=S)NCC1COc2ccccc2O1)c1ccccc1 (centres undefined)
2	Cc1ccc(-c2cc(C(=O)Nc3ccc(S(=O)(=O)Nc4cc(C)on4)cc3)c3ccccc3n2)c(C)c1
3	O=C(Nc1ncc(Cc2cccc(Cl)c2Cl)s1)c1ccc([N+](=O)[O-])cc1
4	NC(=O)C1Cc2ccccc2CN1C(=O)c1nn(Cc2ccccc2)c(=O)c2ccccc12 (centres undefined)
5	O=C(CNC(=O)C1CCCCC1)NCCCO
6	CCN(Cc1ccncc1)C(=O)C1CCN(S(=O)(=O)c2cccs2)CC1
7	O=C(NC1CCCCC1)c1ccc(S(=O)(=O)N2CCOCC2)cc1
8	Cc1ccccc1NC(=O)Cn1c(=O)n(C)c2ccccc21
Compound | 1 | 2 | 3 | 4 | 5 | 6 | 7 | 8
Statin myotox sup | -12 | -6 | 4 | 4 | 2 | 5 | 1 | -4
Cneo AK release | 161* | -5 | 3 | -3 | 3 | 0 | 0 | 2
PGC1a acetyl inh | 0 | 7 | -5 | 7 | 0 | 5 | -9 | 6

9	CCn1c(SCC(=O)O)nnc1-c1ccccc1
10	Cn1c(=O)c2c(nc(NCc3cccnc3)n2Cc2ccc(Cl)cc2)n(C)c1=O
11	O=C(NCc1ccco1)c1ccc(S(=O)(=O)N2CCCc3ccccc32)cc1
12	CC1Cc2ccccc2N1C(=O)CSc1nnnn1C1CCCC1 (centres undefined)
13	O=C(CS(=O)CC(=O)N(CC(=O)NC1CCCC1)C1CCCCC1)Nc1ccc(F)cc1 (centres undefined)
14	O=C(C1CC1)N1CCc2cc(Br)cc(S(=O)(=O)NCc3ccc4c(c3)OCO4)c21
15	COCCCn1c(Cc2csc(Nc3ccc(F)cc3)n2)nnc1SCC(N)=O
16	COCCn1c(C)cc(C(=O)CSc2ccc3ccccc3n2)c1C
Compound | 9 | 10 | 11 | 12 | 13 | 14 | 15 | 16
Statin myotox sup | 1 | 26 | 20 | 3 | -11 | -4 | -1 | 19
Cneo AK release | -2 | -1 | 0 | 1 | 1 | 8 | 1 | -11
PGC1a acetyl inh | -4 | 6 | 2 | -7 | 1 | -9 | 5 | -11

Random excerpt: two records from the list.
9	CCn1c(SCC(=O)O)nnc1-c1ccccc1
11	O=C(NCc1ccco1)c1ccc(S(=O)(=O)N2CCCc3ccccc32)cc1
Compound | 9 | 11
Statin myotox sup | 1 | 20
Cneo AK release | -2 | 0
PGC1a acetyl inh | -4 | 2

(further entries)
17	Cc1ccc(-n2nnc3ccccc3c2=O)cc1C
18	Nc1c(-c2cccc(Cl)c2)cnn1-c1cccc(C(F)(F)F)c1
19	CC(=O)Nc1cccc(NC(=O)c2c(-c3ccccc3)noc2C)c1
20	O=C(Nc1ccc2c(c1)CCC2)C1CCN(c2c3c(nc4ncnn24)CCC3)CC1
21	CC(C)c1ccc(N(CC(=O)Nc2ccc(S(=O)(=O)N3CCOCC3)cc2)S(C)(=O)=O)cc1
22	O=C(N/N=C/c1ccc(Cl)cc1)Nc1ccccc1
23	Cc1ccc(S(=O)(=O)O/N=C2\CCCc3ccccc32)cc1
24	Cc1nnc(SCCn2c(N3CCCCC3)nc3c2c(=O)n(C)c(=O)n3C)s1
Compound | 17 | 18 | 19 | 20 | 21 | 22 | 23 | 24
Statin myotox sup | 0 | -12 | -2 | -16 | 6 | -8 | 26 | 11
Cneo AK release | 1 | -5 | -1 | -2 | 4 | 12 | 1 | 1
PGC1a acetyl inh | -1 | 2 | 3 | 9 | -20 | -27 | 7 | 3

25	O=C(C1CCN(S(=O)(=O)c2cccc3nsnc23)CC1)N1CCn2c1nc1ccccc12
26	CCC(c1nnnn1Cc1ccco1)N(CCN1CCOCC1)Cc1cc2cc(C)ccc2[nH]c1=O (centres undefined)
27	CCC(C)(C(=O)NC1CCCC1)N(C(=O)CNC(C)=O)c1ccc(C)cc1 (centres undefined)
28	O=C(Cn1cnc2c(cnn2-c2ccccc2)c1=O)NCc1ccccc1
29	Cc1c(C(=O)COC(C)(C)C)[nH]c2ccccc12
30	CCOC(=O)c1sc(NC(=O)c2cc(-c3ccccc3)nc3ccccc23)c(C#N)c1C
31	Cc1ccc2c(c1)N(CCC(=O)NCc1ccco1)C(=O)CO2
32	Cc1cccc(CSCCNC(=O)c2ccc(N(C)S(=O)(=O)c3ccccc3)cc2)c1
Compound | 25 | 26 | 27 | 28 | 29 | 30 | 31 | 32
Statin myotox sup | 5 | -11 | 1 | -10 | 0 | -179 | 14 | -9
Cneo AK release | 0 | -1 | 0 | 0 | 3 | 1 | 5 | 1
PGC1a acetyl inh | 8 | -4 | 0 | -5 | -4 | 5 | 13 | -23

Among those listed so far, 5 contain an aryl thioether with sulfur outside any ring:
9	CCn1c(SCC(=O)O)nnc1-c1ccccc1
12	CC1Cc2ccccc2N1C(=O)CSc1nnnn1C1CCCC1 (centres undefined)
15	COCCCn1c(Cc2csc(Nc3ccc(F)cc3)n2)nnc1SCC(N)=O
16	COCCn1c(C)cc(C(=O)CSc2ccc3ccccc3n2)c1C
24	Cc1nnc(SCCn2c(N3CCCCC3)nc3c2c(=O)n(C)c(=O)n3C)s1
Compound | 9 | 12 | 15 | 16 | 24
Statin myotox sup | 1 | 3 | -1 | 19 | 11
Cneo AK release | -2 | 1 | 1 | -11 | 1
PGC1a acetyl inh | -4 | -7 | 5 | -11 | 3

The list goes on.
33	O=C(Nc1cccc(F)c1)c1cc(S(=O)(=O)N2CCOCC2)ccc1N1CCCC1
34	c1nc2nc3c(c(N4CCOCC4)n2n1)CCCC3
35	CN1CCN(C(=O)c2ccc3c(=O)n(Cc4ccc(Cl)cc4)c(=S)[nH]c3c2)CC1
36	CCOc1ccc(N(Cc2cc3cc(OC)ccc3[nH]c2=O)C(=O)C2CCCO2)cc1 (centres undefined)
37	CC1CN(C(=O)CN2C(=O)NC3(CCCCCCC3)C2=O)CC(C)O1 (centres undefined)
38	COCc1nnc(NC(=O)c2ccc(S(=O)(=O)N3CCCCCC3)cc2)o1
39	COc1cccc(C(C(=O)NC2CCCC2)N(Cc2ccc(C)cc2)C(=O)c2ccco2)c1OC (centres undefined)
40	COc1ccc(NC(=O)C2CC(=O)OC23CCCCC3)cc1 (centres undefined)
Compound | 33 | 34 | 35 | 36 | 37 | 38 | 39 | 40
Statin myotox sup | 3 | -2 | 8 | 10 | 1 | -5 | -1 | 3
Cneo AK release | -1 | -2 | 0 | 24 | -1 | -2 | 2 | 0
PGC1a acetyl inh | 11 | -3 | -12 | 4 | -2 | -11 | 19 | 3

Shown tab-delimited: three of the compounds above.
item	mol	Statin myotox sup	Cneo AK release	PGC1a acetyl inh
34	c1nc2nc3c(c(N4CCOCC4)n2n1)CCCC3	-2	-2	-3
35	CN1CCN(C(=O)c2ccc3c(=O)n(Cc4ccc(Cl)cc4)c(=S)[nH]c3c2)CC1	8	0	-12
36	CCOc1ccc(N(Cc2cc3cc(OC)ccc3[nH]c2=O)C(=O)C2CCCO2)cc1 (centres undefined)	10	24	4

The list continues.
41	O=C(O)C1C2CCC(C2)C1C(=O)NCCCn1ccnc1 (centres undefined)
42	COC(=O)C1(C)NC(c2cccs2)C2C(=O)N(c3ccccc3F)C(=O)C21 (centres undefined)
43	CCOC(=O)C1=C(C)N=C2SC(C)C(=O)N2C1c1ccc(OC(C)=O)c(OC)c1 (centres undefined)
44	CCN(CCCNC(=O)Cn1ncc2c([nH]c3ccc(C)cc32)c1=O)c1cccc(C)c1
45	CCOc1ccc2[nH]c(=O)c(CN(Cc3nnnn3CCc3ccccc3)CC3CCCO3)cc2c1 (centres undefined)
46	Cc1ccc(Oc2cc(C)nc(-c3ccccc3O)n2)cc1
47	COc1ccc(O)c(-c2[nH]ncc2C(=O)c2ccccc2C)c1
48	COc1ccc(C)cc1NC(=O)CSc1nnc(COc2ccccc2)n1Cc1ccco1
Compound | 41 | 42 | 43 | 44 | 45 | 46 | 47 | 48
Statin myotox sup | -4 | -9 | 1 | 15 | 7 | 3 | 1 | -2
Cneo AK release | -2 | 0 | -1 | -2 | 3 | 0 | 1 | 0
PGC1a acetyl inh | 6 | -9 | 2 | -10 | -10 | 6 | -24 | 5

49	CN1C(=O)NC2C1N(S(C)(=O)=O)CCN2S(C)(=O)=O (centres undefined)
50	O=C(C1CCC1)N1CCc2cc(S(=O)(=O)Nc3ccc4c(c3)OCO4)ccc21
51	CCOc1ccc2[nH]c(S(=O)(=O)CC)nc2c1Cl
52	Cc1cc2ccc(C)c(C)c2nc1SCC(=O)c1cccs1
53	COc1ccc(C(=O)NCC(=O)OCC(=O)NC(=O)NC2CCCCC2)cc1OC
54	FC(F)(F)c1cc(Oc2ccc(Cl)cc2)nc(-c2ccccn2)n1
55	Cc1nnc(NC(=O)c2ccncc2)s1
56	COC(=O)Nc1cccn(Cc2c(Cl)cccc2Cl)c1=O
Compound | 49 | 50 | 51 | 52 | 53 | 54 | 55 | 56
Statin myotox sup | -5 | 12 | -128 | -9 | 11 | -19 | 8 | -6
Cneo AK release | -1 | 1 | -1 | 0 | -1 | 2 | -1 | -1
PGC1a acetyl inh | 6 | -2 | 21 | -9 | -9 | 0 | -2 | -4

57	Cc1cc(C)c(C#N)c(SCc2ccccc2)n1
58	COc1cc([N+](=O)[O-])ccc1NC(=O)C[n+]1cccc(C)c1
59	CCOC(=O)c1sc(=S)n(-c2ccc(C)cc2)c1SC
60	CC1CN=C(c2cccn2Cc2ccc(F)cc2Cl)O1 (centres undefined)
61	CC(Sc1nnc(Cc2cccs2)n1C1CCCCC1)C(=O)N1CCc2ccccc21 (centres undefined)
62	Cc1cc2ncn(C(=O)N3CCC(C)CC3)c2cc1C
63	CCCCCC/C(=N/O)c1ccccn1
64	Cc1csc(NC(=O)CCn2c(=O)sc3ccccc32)n1
Compound | 57 | 58 | 59 | 60 | 61 | 62 | 63 | 64
Statin myotox sup | 6 | 15 | 0 | -3 | 9 | -3 | -1 | 5
Cneo AK release | 1 | -2 | 16 | 2 | -2 | 1 | 2 | -1
PGC1a acetyl inh | -4 | 36 | 3 | -4 | 27 | 7 | 9 | -1

65	CCOc1cccc2cc(C(=O)N3CCc4ccccc43)c(=O)oc12
66	COc1ccc(-c2nc3ccc(N4CCCC4)cc3c(=O)[nH]2)cc1OC
67	CCOC(=O)Cn1c(=O)cnc2ccccc21
68	COc1ccccc1N1CCN(C(=O)CN(CCc2ccccc2)S(C)(=O)=O)CC1
69	CCOC(=O)c1cc(C)n(Cc2ccc(OCC)c(OC)c2)c1C
70	CN(C)c1nc(N)nc(CSc2n[nH]c(-c3ccccc3)n2)n1
71	COC(=O)c1ccccc1NC(=O)c1ccc(COc2ccccc2)o1
72	Cc1ccc(NC(=O)CCSCCC(=O)Nc2ccc(C)c(C)c2)cc1C
Compound | 65 | 66 | 67 | 68 | 69 | 70 | 71 | 72
Statin myotox sup | -11 | -3 | 0 | 16 | 57 | 8 | -11 | 32
Cneo AK release | 0 | -5 | 13 | -1 | 0 | 0 | 2 | -2
PGC1a acetyl inh | 7 | -2 | 14 | 4 | -5 | 8 | 2 | 6

Profiles from above:
Listed for CCOC(=O)Cn1c(=O)cnc2ccccc21 → Statin myotox sup = 0; Cneo AK release = 13; PGC1a acetyl inh = 14
Listed for CC1Cc2ccccc2N1C(=O)CSc1nnnn1C1CCCC1 (centres undefined) → Statin myotox sup = 3; Cneo AK release = 1; PGC1a acetyl inh = -7

More records follow.
73	CCOc1cc(C2C(C(=O)c3ccc(C)cc3)=C(C(=O)OC)Nc3nnnn32)ccc1O (centres undefined)
74	COc1cccc(NC(=O)NCCCSC2CCCCC2)c1
75	CC(C)Cc1nc(N2CCN(C(=O)C(C)C)CC2)c(C#N)c2c1CCC2
76	O=C(O)C(C(=O)/C=C/c1ccco1)=C1SCCS1
77	Cc1nc(SCC(=O)NCc2ccc3c(c2)OCO3)c(C#N)c2c1CCCC2
78	CCC(C)c1ccc(O)c(NC(=O)c2cccnc2)c1 (centres undefined)
79	CCCc1noc2c1C(c1ccoc1)C(C#N)=C(N)N2 (centres undefined)
80	CCN1CCN(C(=O)CN(C)S(=O)(=O)c2ccc(Cl)cc2)CC1
81	Cc1cc2cccc(C)c2nc1SCC(=O)N(C)c1nc(-c2ccccc2)cs1
Compound | 73 | 74 | 75 | 76 | 77 | 78 | 79 | 80 | 81
Statin myotox sup | -10 | 7 | 10 | 68* | -26 | -4 | 0 | 2 | -7
Cneo AK release | -1 | -2 | 4 | -5 | -1 | -2 | 3 | 1 | 1
PGC1a acetyl inh | -13 | -30 | -8 | -3 | -33 | 1 | 1 | -8 | -12
